DAX1 inh-1 – DAX1 (NR0B1) inhibitors on StAR promoter, primary screen, cell-based, luminescence, SF-1 (NR5A1), full-length DAX-1; HEK293T StAR-luciferase reporter, SF-1/DAX-1 repression relief; inhibition, % at 6.8 µM; 370,000 compounds, 1.1% hits; AID 652010, 2013;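 active = inhibition above the mean over all tested compounds plus 3 SD, cut at about 3.6% in these data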;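 also: 0% = DAX-1 cells with DMSO and 100% = cells lacking DAX-1 with DMSO; higher inhibition means more luminescence from relief of DAX-1 repression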
hgDAF-12 ag – H. glycines DAF-12 receptor agonists, primary screen, cell-based, luminescence, HEK293, GAL4 fusion, UAS-luciferase. HEK293 GAL4-hgDAF12 UAS-luciferase reporter, agonist luminescence; normalized to butyrate control. activation, % at 6.8 µM. 370,000 compounds, 1.8% hits. AID 687014, 2013;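 active = activation above a cutoff set at the mean of all screened compounds plus 3 SD, cut at about 10% in these data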;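 also: 0% = DMSO wells and 100% = sodium butyrate wells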
ssDAF-12 act – S. stercoralis DAF-12 nuclear receptor activators, primary screen, cell-based, luminescence, HEK293, GRIP1 co-expression, lit1-tk-luc | HEK293 ssDAF-12/GRIP1 lit1-tk-luc reporter; % of 3 µM dafachronic acid response | activation, % at 6.8 µM | 370,000 compounds, 1% hits | AID 652126, 2013;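 active = activation above the mean over all tested compounds plus 3 SD, cut at about 0.9% in these data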;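 also: 0% = DMSO-only wells and 100% = 3 µM delta7-dafachronic acid wells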
SMARCA2 act – SMARCA2 (BRM) function activators, primary screen, cell-based, luminescence, high throughput; MG213 cells, MMTV-luciferase reporter, dexamethasone, overnight; activation, % at 9.1 µM; 370,000 compounds, 1% hits; AID 652017, 2013; in the data active = activation above about 7.8%;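 also: 0% = vehicle wells and 100% = reference activator wells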
ADAM10 inh – human ADAM10 inhibitors, primary screen, biochemical, QFRET, HTS. Disintegrin and metalloproteinase domain-containing protein 10 (Homo sapiens), O14672. recombinant ADAM10, EDANS/DABCYL FRET peptide cleavage, 3 h. inhibition, % at 7 µM. 370,000 compounds, 0.62% hits;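 active = inhibition above a per-campaign cutoff equal to the mean of compounds falling between control-based bounds plus 3 SD, cut at about 20% in these data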;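 also: 0% = DMSO wells while the 100% control is not disclosed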
Target sequence (O14672 214-748 limits assumed): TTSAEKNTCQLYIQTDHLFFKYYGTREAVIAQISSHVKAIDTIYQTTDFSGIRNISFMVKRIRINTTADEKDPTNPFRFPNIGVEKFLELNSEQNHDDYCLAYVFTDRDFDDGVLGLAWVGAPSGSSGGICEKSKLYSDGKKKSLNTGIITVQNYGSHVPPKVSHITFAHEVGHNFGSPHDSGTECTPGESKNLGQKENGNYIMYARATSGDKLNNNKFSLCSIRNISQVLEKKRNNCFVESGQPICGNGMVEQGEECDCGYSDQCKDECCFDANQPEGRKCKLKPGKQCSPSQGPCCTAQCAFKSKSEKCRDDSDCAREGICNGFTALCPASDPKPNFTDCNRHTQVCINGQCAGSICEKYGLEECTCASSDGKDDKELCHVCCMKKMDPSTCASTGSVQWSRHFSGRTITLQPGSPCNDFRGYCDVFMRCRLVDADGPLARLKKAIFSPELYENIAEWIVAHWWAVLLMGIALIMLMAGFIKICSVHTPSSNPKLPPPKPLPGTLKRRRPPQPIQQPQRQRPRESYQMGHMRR
NPR1 activator – GC-A stimulated cGMP production enhancers – HEK293 GC-A cells, cGMP TR-FRET, EC30 ANP, primary screen. activation, % at 10 µM. 370,000 compounds, 0.14% hits. AID 1671463, 2021. 0% at EC30 ANP, 100% saturating ANP; in the data active = activation above about 40%
ADAM17 inh – ADAM17 inhibitors, primary screen, biochemical, QFRET. recombinant ADAM17, EDANS/DABCYL FRET peptide cleavage. inhibition, % at 6.95 µM. 370,000 compounds, 0.83% hits. AID 720648, 2013;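 active = inhibition above the mean of compounds lying between control limits plus 3 SD, set per campaign, cut at about 8.5% in these data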;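 also: 0% = DMSO-only wells as the low control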
GAA850 FXN act – FXN promoter activators, primary screen, cell-based, luciferase luminescence, HEK293 lucGAA850; 360,000 compounds, 0.56% hits; HEK293 lucGAA850 FXN promoter luciferase reporter, 24 h; percent of 10 µM SAHA response; activation, % at 6 µM;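 active = activation above the average of all compounds screened plus 3 SD, cutoff fixed separately per campaign, cut at about 7.5% in these data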;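 also: 0% = DMSO wells and 100% = 10 µM SAHA wells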
hcDAF-12 act – H. contortus DAF-12 nuclear receptor activators, primary screen, cell-based, luminescence, HEK293, lit1-tk-luc reporter. HEK293 hcDAF-12 lit1-tk-luc reporter; 0% DMSO, 100% Δ7-dafachronic acid. activation, % at 6.8 µM. 370,000 compounds, 1.4% hits. AID 652067, 2013;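 active = activation above the mean of all tested compounds plus 3 SD, cut at about 5.5% in these data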;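 also: 100% = response to 3 µM Δ7-dafachronic acid high control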
DAX1 inh-2 – DAX1 (NR0B1) inhibitors, primary screen, cell-based, HEK293, Gal4-DAX1, luciferase luminescence; 340,000 compounds, 0.99% hits; Nuclear receptor subfamily 0 group B member 1 (Homo sapiens), P51843; inhibition, % at 6.75 µM; HEK293 Gal4-DAX1 luciferase reporter; AID 504766, 2011;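 active = inhibition above the mean over all tested compounds plus 3 SD, cut at about 4.2% in these data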;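 also: 0% = DAX1-transfected cells with DMSO and 100% = empty-vector control cells with DMSO; inhibition shows as a rise in luminescence from relieved DAX1 repression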
Target sequence (P51843 207-470 limits assumed): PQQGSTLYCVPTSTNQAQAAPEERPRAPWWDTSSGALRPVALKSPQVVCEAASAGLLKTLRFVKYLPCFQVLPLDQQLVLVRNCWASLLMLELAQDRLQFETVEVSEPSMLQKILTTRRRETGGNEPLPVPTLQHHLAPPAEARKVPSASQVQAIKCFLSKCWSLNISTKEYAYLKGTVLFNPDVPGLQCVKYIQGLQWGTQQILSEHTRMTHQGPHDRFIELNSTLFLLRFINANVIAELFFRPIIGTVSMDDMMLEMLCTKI
PG9 binder – binders of HIV-1 gp120 antibody PG9, primary screen, biochemical, TR-FRET; HIV-1 gp120 / PG9 antibody interaction; TR-FRET gp120-PG9 antibody binding; inhibition, % at 6.7 µM; 360,000 compounds, 0.43% hits; AID 624416, 2012; in the data active = inhibition above about 8.5%
Starred values were filed as active, the others as inactive; . = no result given.

SMILES | DAX1 inh-1 | hgDAF-12 ag | ssDAF-12 act | SMARCA2 act | ADAM10 inh | NPR1 activator | ADAM17 inh | GAA850 FXN act | hcDAF-12 act | DAX1 inh-2 | PG9 binder
Nc1ccn([C@@H]2O[C@H](C(=O)N[C@H](Cc3ccccc3)C(=O)N3CCN(C(=O)N4CCCCC4)CC3)[C@@H](O)[C@H]2O)c(=O)n1 | 2.3 | -2.1 | -0.8 | 1 | 1 | -3 | 0 | . | -1.7 | . | -2.5
C/C=C/c1cccc(-c2nc(C(=O)N3CCOCC3)cc3c2[C@H](CCO)N(C(=O)NC(C)C)C3)c1 | -0.2 | -0.4 | -1.2 | -2 | -10 | 0 | -2 | . | -0.1 | . | 0.2
CC(C)CNS(=O)(=O)c1cc(C(=O)OC2CCOC2=O)c(Cl)cc1Cl (stereo not given) | -0.1 | -0.1 | -1.1 | 0 | 1 | 9 | -2 | 1.5 | -1.3 | -1.0 | 0.8
O=C(N/N=C/C(Cl)=C/c1ccccc1)c1ccccc1F | 1.0 | 9.0 | 0.4 | 6 | 4 | -6 | 2 | 3.1 | 0.8 | 1.6 | 0.7
Cc1ccc(S(=O)(=O)N2CCCCC2)cc1NC(=O)COC(=O)C1(C)CC1(Cl)Cl (stereo not given) | -1.8 | -0.6 | -1.0 | 1 | 2 | 3 | 3 | 1.4 | -2.5 | 0.3 | -1.7
Cc1noc(C)c1COC(=O)c1cc(=O)[nH]c2ccccc12 | 0.1 | 3.3 | -0.9 | 1 | -112 | 3 | -33 | 1.9 | -1.9 | 0.3 | -0.7
CN(CCc1cn[nH]c1)C(=O)CC1C(=O)NCCN1Cc1cccc(Oc2ccccc2)c1 (stereo not given) | 0.6 | -2.4 | 0.1 | -3 | -11 | -6 | -7 | 1.0 | -2.0 | -0.8 | -0.4
CCn1cc(Cl)c(C(=O)N2N=C(c3ccc4ccccc4c3)CC2c2ccccc2O)n1 (stereo not given) | 0.2 | 3.6 | -0.7 | -4 | -6 | -9 | 0 | 2.3 | -0.5 | 0.7 | -2.0
Cc1ccc(NC(=S)N2CCC(N(C)CC3CCCO3)CC2)cc1 (stereo not given) | 0.1 | -3.3 | -0.7 | 2 | 5 | 0 | 1 | -1.6 | -0.7 | 0.4 | -0.1
C=CCn1c(O)c(CN2CCCCC2)c(C)c(C#N)c1=O | 0.8 | 0.9 | -0.3 | -1 | -50 | -1 | -27 | 0.0 | 1.2 | 0.8 | -1.4
CC1(NC(=O)CSc2nnc(-c3ccco3)n2Cc2ccccc2)CCS(=O)(=O)C1 (stereo not given) | 0.9 | 0.2 | -1.6 | -1 | -6 | 0 | -9 | 1.1 | -1.2 | 0.0 | -0.4
CCOC(=O)c1ccccc1NC(=O)COC(=O)C1CCCC1 | -0.1 | 0.4 | -1.0 | 2 | -6 | 1 | -1 | 2.5 | 0.1 | -0.3 | -0.1
S=C(Nc1ccccc1)Nc1nc2ccccc2n1CCOc1ccc(Br)cc1 | -0.3 | -2.4 | -1.1 | 2 | -6 | 0 | -4 | -0.3 | -0.8 | 0.5 | -2.1
Cc1cc(CNC(=O)c2cc(-c3ccccc3)nc3ccccc23)nn1C | -1.2 | -4.3 | -2.4 | 2 | -17 | 2 | -8 | -0.4 | -2.1 | 0.0 | -0.3
CCN1CCN(CCNC(=O)c2ccc3c(c2)N(Cc2ccc(F)cc2)C(=O)c2ccccc2S3=O)CC1 (stereo not given) | 1.0 | -0.3 | -1.6 | -1 | 1 | 2 | 1 | -0.6 | 0.7 | -0.2 | 1.1
Cc1ccc(S(=O)(=O)N2CCN(C(=O)[C@H](Cc3ccccc3)NC(=O)c3ccco3)CC2)cc1 | -0.7 | -1.2 | -1.1 | 2 | -5 | 1 | -3 | -0.4 | -0.1 | 0.6 | -0.5
O=C(Nc1cccc(C(=O)O)c1)/C(=C\c1ccccc1)NC(=O)c1cccc2ccccc12 | 0.4 | 0.8 | -0.7 | 2 | 5 | 3 | 3 | -0.2 | -0.7 | 0.5 | -3.5
CCC(=O)CCC(=O)c1ccc2ccccc2c1 | 0.7 | 2.7 | -0.8 | 1 | -76 | 0 | -18 | 3.2 | -1.0 | 0.2 | 0.0
CNC(=O)CSc1nc2sccc2c(=O)n1-c1ccccc1 | -0.4 | -0.8 | -0.5 | 2 | 6 | 0 | -3 | 2.2 | 0.3 | 4.6* | -2.4
COc1cccc(C2/C(=C(/O)c3cnn(-c4ccccc4)c3C)C(=O)C(=O)N2CCN(C)C)c1OC (stereo not given) | 0.7 | -0.7 | -1.1 | 0 | 0 | 3 | 1 | 1.1 | 0.4 | 0.1 | 3.7
Cc1ccccc1CN(CC(=O)Nc1cccc([N+](=O)[O-])c1)S(=O)(=O)c1ccc(Cl)cc1 | -0.2 | 2.4 | -1.6 | -2 | 21* | -1 | 9.7* | 1.0 | -0.7 | -1.2 | -0.9
CSCC[C@H](NC(=O)Nc1ccc(Oc2ccccc2)cc1)C(=O)O | 0.5 | 2.2 | -0.6 | -2 | -5 | 0 | -6 | -0.8 | -0.9 | 0.8 | 0.6
CN(C)C(=O)c1ccc(Nc2nc(-c3cccs3)nc3ccccc23)cc1 | -1.1 | -1.3 | -1.6 | -2 | -41 | -5 | -19 | -1.9 | -2.1 | -2.4 | 0.4
CCN(CC)CCOC(=O)c1ccc(NC(=O)CNC(=O)C2CCCCC2)cc1 | 0.2 | 2.9 | -1.3 | -4 | 0 | 1 | 3 | 3.4 | 3.0 | 0.8 | -0.9
O=C1NC(=O)C(=Cc2ccc(Cl)cc2Cl)S1 | 4.4* | 18* | 0.5 | -2 | -16 | -3 | 0 | 3.9 | 3.2 | 2.8 | -2.5

Molecules shown so far containing a COOH group, in the order listed:
SMILES | DAX1 inh-1 | hgDAF-12 ag | ssDAF-12 act | SMARCA2 act | ADAM10 inh | NPR1 activator | ADAM17 inh | GAA850 FXN act | hcDAF-12 act | DAX1 inh-2 | PG9 binder
O=C(Nc1cccc(C(=O)O)c1)/C(=C\c1ccccc1)NC(=O)c1cccc2ccccc12 | 0.4 | 0.8 | -0.7 | 2 | 5 | 3 | 3 | -0.2 | -0.7 | 0.5 | -3.5
CSCC[C@H](NC(=O)Nc1ccc(Oc2ccccc2)cc1)C(=O)O | 0.5 | 2.2 | -0.6 | -2 | -5 | 0 | -6 | -0.8 | -0.9 | 0.8 | 0.6

The list goes on.
SMILES | DAX1 inh-1 | hgDAF-12 ag | ssDAF-12 act | SMARCA2 act | ADAM10 inh | NPR1 activator | ADAM17 inh | GAA850 FXN act | hcDAF-12 act | DAX1 inh-2 | PG9 binder
CCCC(=O)NC(c1ccccc1Cl)c1c(O)ccc2ccccc12 (stereo not given) | -1.0 | -3.5 | -1.6 | -4 | -30 | -14 | -9 | 0.1 | -2.0 | -1.1 | 0.9
COc1ccccc1NC(=O)COC(=O)c1c[nH]c2ccccc12 | -1.9 | 1.8 | -0.4 | -2 | 6 | 0 | 0 | -0.7 | -1.7 | 0.4 | 0.9
N#Cc1c(SCC(=O)O)nc(-c2ccccc2)c2c1CCCC2 | -0.3 | -2.1 | -0.5 | -4 | -13 | 6 | -5 | -3.0 | -0.9 | 0.3 | 13*
CSc1ccccc1C(=O)NCCOc1ccccc1C | -0.7 | -0.7 | -1.6 | -3 | 6 | -1 | 0 | -0.5 | -2.0 | -1.6 | -2.1
O=C(OCc1ccc([N+](=O)[O-])cc1)C1CC(=O)N(CCc2ccccc2)C1 (stereo not given) | 1.0 | 2.0 | -0.8 | -2 | 3 | -1 | -3 | 1.4 | 0.4 | 0.1 | -0.2
CC(Oc1cccc(Cl)c1)C(=O)Nc1ccc(S(=O)(=O)N(C)C2CCN(C)CC2)cc1 (stereo not given) | 1.0 | 3.8 | -1.0 | -3 | 3 | 8 | -1 | 0.5 | -0.9 | -0.6 | -1.9
Cc1csc(NC(=O)c2cnccn2)n1 | 1.0 | 4.9 | -1.1 | 1 | -3 | 7 | -6 | -1.8 | -0.3 | -0.8 | 0.1
CC(C)c1nc2sc3c(SCCN(C)C)ncnc3c2c2c1CCC2 | -0.4 | 0.1 | -1.6 | -3 | -3 | 2 | -8 | 0.8 | -0.9 | -0.4 | -0.7
CCOc1ccc(NC(=O)NCc2ccccn2)cc1 | 0.9 | 1.4 | -0.7 | 1 | -3 | 2 | -4 | 0.9 | -0.2 | 0.2 | -1.8
NC(=O)C1CCN(CCC(=O)Nc2ccc3c(c2)CCC3)CC1 | 1.1 | -1.1 | -0.8 | -5 | -6 | 1 | -7 | 0.3 | -0.1 | -0.5 | -2.1
C[C@@H]1CN([C@@H](C)CO)C(=O)CCCn2nncc2CO[C@@H]1CN(C)S(=O)(=O)c1cccc(C#N)c1 | -0.8 | -0.1 | -0.3 | -4 | -5 | 1 | -3 | 0.7 | -0.2 | 2.0 | 0.2
COc1ccc(CC(=O)NC(C)c2nnc(SCC(=O)c3ccc(Br)cc3)n2C)cc1 (stereo not given) | -0.7 | 0.9 | -2.0 | 1 | -2 | -2 | 3 | 2.7 | -1.3 | -0.1 | 0.1
CCCn1c(=O)c2sccc2n2c(CCCC(=O)NCc3cccnc3)nnc12 | -0.5 | 1.1 | -0.7 | -3 | -11 | 2 | -3 | 0.0 | -1.1 | 0.7 | 0.7
Cc1ccc(NC(=S)N2CCN(C3CCCCC3)CC2)cc1 | -0.1 | -3.2 | -2.0 | -3 | -13 | 0 | 2 | -0.2 | -2.6 | 0.2 | 1.0
O=C(O)c1ccc(COc2ccccc2/C=C2\NC(=O)N(Cc3ccccc3F)C2=O)cc1 | -0.1 | 1.0 | -1.1 | 1 | -12 | 1 | -3 | 3.5 | 0.5 | 0.2 | -2.0
O=C(COC(=O)CNC(=O)C12CC3CC(CC(C3)C1)C2)NC1CCS(=O)(=O)C1 (stereo not given) | -0.1 | -1.0 | -1.4 | -2 | 0 | 4 | -4 | 3.0 | -0.3 | -1.1 | -0.7
O=C(NCc1ccc(F)cc1)C(=O)NCC1OCCN1C(=O)c1ccc(Cl)cc1 (stereo not given) | 0.1 | -1.0 | -1.3 | -2 | -5 | 1 | -3 | 2.9 | -0.4 | -0.4 | 0.5
Cc1noc(NS(=O)(=O)c2ccc(NC(=O)Nc3ccc(Cl)c(Cl)c3)cc2)c1C | 0.5 | -1.2 | -1.4 | -4 | -1 | -1 | 1 | 4.0 | -1.1 | 1.0 | -0.8
COc1cccc(-c2noc(N)c2C#N)c1 | -0.2 | 0.5 | -1.0 | 0 | 6 | 6 | 0 | 1.6 | -0.2 | 0.5 | 1.3
CCCCCC1(C(=O)OCC)CC(CSC(=N)N)OC1=O (stereo not given) | 0.1 | 1.0 | -1.2 | -1 | 4 | -22 | 0 | 5.6 | 0.1 | 0.3 | 1.3
